HIV fusion peptide = inhibitors of HIV fusion peptide binding, primary screen, biochemical, uHTS, fluorescence dequenching (AID 1986); cell-free peptide binding, fluorescence dequenching, 30 min; higher % means a stronger effect; inhibition, % at 20 µM; hits with a dose series show IC50 in µM; 290,000 compounds, 0.3% hits; in the data active = inhibition mostly above about 52%, no sharp cut-off; inactive = mostly below about 76%; also: some results filed as inactive read as strong as hits
AID2073 = disruptors of CaV2.2 binding to Mint1 – biochemical, HTRF (AID 2073); inhibition, % at 20 µM; hits with a dose series show IC50 in µM; 290,000 compounds, 0.19% hits; HTRF protein-protein interaction, Mint1-CaV2.2; higher % means a stronger effect; in the data active = inhibition mostly above about 51%, no sharp cut-off; inconclusive = no clear call, values can overlap the other calls; inactive = mostly below about 53%; also: some results filed as inactive read as strong as hits
The depositor's hits bear a star; ? = inconclusive. Not all compounds are listed; rates above refer to the full screens.

SMILES	HIV fusion peptide	AID2073
CC(C)[C@H](NC(=O)OCc1ccccc1)C(=O)OCc1ccccc1	1.6%	9.7%
Cc1csc(CNC(=O)C2CCC(=O)N(CCc3cccc(F)c3)C2)n1 (centres undefined)	0.1%	13.1%
CCNC(=O)/C(C#N)=C/c1c(N2CCN(c3ccccc3)CC2)nc2c(C)cccn2c1=O	-0.1%	12.5%
COC(=O)C1CCN(C(=O)C2CCC(=O)N(CCCc3ccccc3)C2)CC1 (centres undefined)	-0.4%	-3.4%
COc1ccc(CCNC(=O)C2CCCN(S(=O)(=O)c3cc(C)ccc3OC)C2)cc1OC (centres undefined)	-0.5%	8.3%
O=C(O)CCN1C(=O)/C(=C2\C(=O)N(Cc3ccccc3Cl)c3ccccc32)SC1=S	38.8%	9.81µM*
Cc1ccnc(SCc2ccc(C(=O)O)cc2)n1	1.6%	3.0%
CCOC(=O)C1=C(COc2ccccc2)NC(=O)NC1c1ccc(Br)cc1 (centres undefined)	-0.1%	-1.2%
Nc1cc(C(=O)OCC(=O)N2CCOCC2)ccc1Cl	-0.8%	11.0%
COCCCNC(=O)c1cc2c(-c3cccc(OC)c3)nn(C)c2s1	0.8%	25.0%
CC(=O)N1c2ccc(S(=O)(=O)NCC3CCC(C(=O)NC4CCCCC4C)CC3)cc2CC1C (centres undefined)	-1.3%	8.5%
CCOC(=O)CNC(=O)CSc1nnc(NC(=O)c2ccc3c(c2)OCO3)s1	-1.2%	11.0%
CC(=O)Nc1ccc(NS(=O)(=O)c2ccc3c(c2)oc(=O)n3C)cc1	-1.8%	2.8%
Oc1ccc(CCNc2ncnc3ccc(Cl)cc23)cc1	0.0%	-1.0%
Cc1ccc(C2=NO[C@@](CC(=O)O)(C(=O)Nc3ccc4c(c3)OCCO4)C2)cc1	-1.4%	-8.7%
CC(=O)N1CCc2c(sc(NC(=O)Cc3ccc(F)cc3)c2C#N)C1	2.7%	8.0%
CCc1nc2ccc(C(=O)NCCc3ccco3)cc2nc1CC	-0.5%	13.9%
Cn1c(CCN2CCCC2)nc2cc(NS(=O)(=O)c3ccc(Cl)cc3)ccc21	2.2%	20.4%
O=[N+]([O-])c1ccc(CCn2ccnc2)cc1	1.3%	4.9%
Cn1c(COc2ccc(Cl)cc2Cl)nnc1SCC(=O)NCC1CCCO1 (centres undefined)	-1.2%	11.2%
CCn1cc(C(=O)N2CCCC(N3CCN(c4cccc(C(F)(F)F)c4)CC3)C2)cn1 (centres undefined)	-0.1%	13.3%
Cc1cccc2cc(CN(Cc3ccco3)C(=O)c3ccco3)c(=O)[nH]c12	-0.9%	0.8%
Cc1ccc(S(=O)(=O)N[C@H](C(=O)N2CCC(C(=O)N[C@@H](CC(=O)O)C(=O)O)CC2)C(C)C)cc1	0.4%	12.5%
COc1cc(Br)c(/C=C/c2ccc3cccc(O)c3n2)cc1OC	0.4%	25.2%
Cc1ccc(S(=O)(=O)NN2C(=O)/C(=C/c3ccc(C(=O)O)cc3)SC2=S)cc1	18.9%	6.9%
COc1ccc2ccccc2c1-c1csc(N)n1	0.0%	5.9%
CCOC(=O)c1ccccc1NC(=O)c1ccc2nc[nH]c2c1	-0.8%	15.0%
ClCc1nc2ccccc2n1Cc1ccccc1	195.5%	4.8%
CCCCCc1c(C)nc(N2CCN(Cc3ccc4c(c3)OCO4)CC2)[nH]c1=O	-0.8%	7.0%
Cc1cc(C)c(NS(=O)(=O)c2ccc3c(c2)NC(=O)C(C)C(=O)N3)c(C)c1 (centres undefined)	-1.6%	6.8%
O=C(NCc1ccccc1C(F)(F)F)C1CC(O)CN1C(=O)Nc1ccccc1 (centres undefined)	-1.4%	4.4%
Cc1cc(C)cc(NC(=O)CCc2c(C)nn(-c3ccc(N4CCCCC4)nn3)c2C)c1	-1.6%	3.9%
COc1ccc(OC)c(NC(=O)CCN2CCN(C)CC2)c1	-2.5%	8.8%
COc1ccc(N(CC(=O)NC2CCCCC2)C(=O)CCCC(=O)Nc2ccccn2)cc1	0.7%	14.4%
c1ccc(-c2nc(NC3CCCC3)c3ccccc3n2)cc1	0.2%	2.3%
Cc1cc(=O)[nH]c2ccc(S(=O)(=O)Nc3ccc(O)cc3)cc12	1.5%	0.3%
Nc1ncc(Br)cc1S(=O)(=O)NCCC(=O)N1CCN(c2ccccc2)CC1	2.1%	-1.2%
COc1ccc(CC(=O)N2CCN(c3ccc(F)cc3)CC2)cc1	0.3%	-10.3%
Clc1ccc(N2CCN(/N=C/c3cccnc3)CC2)cc1	-0.2%	7.1%
COC(=O)c1cc(S(=O)(=O)NCC2CCN(Cc3ccc(F)cc3)CC2)c[nH]1	-0.7%	7.9%
CCN(CC)CCN(C(=O)c1ccc2c(c1)OCCO2)c1nc2ccc(C)cc2s1	-1.4%	-5.5%
COc1ccc(C(=O)C2CCN(C(=O)Nc3ccccc3C)CC2)cc1	2.6%	-0.5%
O=[N+]([O-])c1cccc(S(=O)(=O)Nc2ccc(S(=O)(=O)NCC3CCCO3)cc2)c1 (centres undefined)	1.6%	12.8%
CCC(C)NC(=O)c1cc(S(=O)(=O)N2CCCCC2)c[nH]1 (centres undefined)	0.3%	9.8%
CC1CCCC(NC(=O)c2cccc(S(=O)(=O)N3CCCCC3)c2)C1C (centres undefined)	-1.1%	-3.9%
O=C(O)c1ccc(NCc2cccnc2)c([N+](=O)[O-])c1	-0.4%	5.2%
Cc1cc(=O)oc2c(C)c(OCC(=O)N3CCN(C(=O)C4COc5ccccc5O4)CC3)ccc12 (centres undefined)	-1.8%	10.6%
OCC[C@@H]1C[C@@H](O)[C@H](O)[C@]2(OCCc3ccccc32)O1	2.2%	8.8%
CSc1cccc(NC(=O)C2CCCN(S(=O)(=O)c3cccs3)C2)c1 (centres undefined)	-0.5%	0.5%
O=C(CSc1n[nH]c(-c2ccco2)n1)Nc1ccc(F)cc1	1.1%	-8.1%

Retrieved by structure from above (three):
SMILES	HIV fusion peptide	AID2073
CCC(C)NC(=O)c1cc(S(=O)(=O)N2CCCCC2)c[nH]1 (centres undefined)	0.3%	9.8%
O=C(CSc1n[nH]c(-c2ccco2)n1)Nc1ccc(F)cc1	1.1%	-8.1%
OCC[C@@H]1C[C@@H](O)[C@H](O)[C@]2(OCCc3ccccc32)O1	2.2%	8.8%

Carrying on.
SMILES	HIV fusion peptide	AID2073
CC1CCN(C(=O)CC(NC(=O)c2ccccc2Cl)c2ccccc2)CC1 (centres undefined)	-0.6%	-8.5%
COc1ccc(N2C(=O)N[C@@H](Cc3ccccc3)C2=O)cc1OC	1.4%	6.6%
CC(C)(O)c1[nH]c2cc(C(F)(F)F)ccc2c1C(C)(C)O	1.0%	9.9%
S=C(c1ccc(Br)cc1)N1CCCC1	0.9%	-13.7%
COC(=O)c1ccc(CN2CCC(Oc3cccc(C(=O)N4CCOCC4)c3)CC2)cc1	-0.3%	0.0%
Cc1cc(C)nc(Nc2cccc3ccccc23)n1	-0.2%	21.1%
O=C(Nc1ccc(OC(F)F)cc1)c1cc[n+]([O-])cc1	-0.5%	7.3%
Cc1nc(NCC(c2ccccc2)N(C)C)c2c(C)c(C)sc2n1 (centres undefined)	-1.0%	10.0%
CC(c1ccccc1)N1C(=O)c2ccc(C(=O)Nc3ccc(Br)cc3C(=O)O)cc2C1=O (centres undefined)	14.1µM*	15.1%
Cc1ccc(NC(=O)C2C3C=CC(O3)C2C(=O)O)cc1C (centres undefined)	-1.0%	1.3%
Cc1ccc(NC(=O)N2CCCC2C(=O)Nc2c(C)cc(C)cc2C)cc1 (centres undefined)	0.8%	9.7%
COc1ccc(S(=O)(=O)N(CC(=O)Nc2ccccc2C(=O)N2CCOCC2)c2ccc(F)cc2)cc1	-2.0%	4.7%
CCOC(=O)CNc1nc(Cl)nc(Nc2ccc(OC)cc2OC)n1	-0.3%	13.3%
CCOc1ccc(S(=O)(=O)N2CCC(C(=O)NCc3ccncc3)CC2)cc1	-0.9%	-2.4%
CS(=O)(=O)N1CCC(Oc2cccc(C(=O)NCCCC3CCCC3)c2)CC1	0.8%	7.5%
COc1cc(C2C3=C(CC(C)(C)CC3=O)N(C)C3=C2C(=O)CC(C)(C)C3)cc(Br)c1O	1.6%	-44.7%
O=C(Nc1ccc(Cl)cc1)c1cccc(NC2=NC3CS(=O)(=O)CC3S2)c1 (centres undefined)	-1.5%	-6.9%
CCC1Sc2ccc(S(=O)(=O)CCC(=O)Nc3ccccc3Cl)cc2NC1=O (centres undefined)	-0.3%	8.7%
COc1ccc(CCNC(=O)CCN2C(=O)[C@@H]3Cc4ccccc4CN3C2=O)cc1OC	-1.2%	2.5%
COc1cccc(CN2CC(C(=O)N(C)Cc3[nH]c4ccccc4c3C)CCC2=O)c1 (centres undefined)	0.9%	6.2%
CCc1nn(CC(=O)NCc2cccnc2)c(=O)c2cc3occc3n12	-0.8%	13.4%
CCCC(=O)N1CCN(c2nc3ccc(CC)cc3s2)CC1	1.0%	8.0%
O=C(Nc1cc(S(=O)(=O)N2CCCCC2)ccc1Cl)C1=NN(c2ccccc2)C(=O)CC1	1.3%	17.7%
COc1ccc(C(=O)N2CCN(Cc3ccccc3)CC2)cc1[N+](=O)[O-]	0.3%	6.5%
COc1ccc(C(=O)NCCCNC(=O)c2ccccn2)cc1Br	1.8%	-7.4%
COc1ccc(CNC(=O)CN2C(=O)CSc3ccc(S(=O)(=O)N4CCOCC4)cc32)cc1	1.0%	10.9%
O=C(NCCCc1ccccc1)c1ccc([N+](=O)[O-])cc1Cl	0.0%	19.9%
C=CCNC(=O)[C@@H]1CSC2c3ccc(OC)c(OC)c3C(=O)N21 (some centres undefined)	0.0%	27.2%
COc1ccc(C2CC(c3ccc(Cl)cc3)=NN2C(C)=O)cc1 (centres undefined)	-1.5%	-4.9%
COc1ccc(N(CC(=O)NCC2CCCO2)C(=O)CCC(=O)Nc2nccs2)c(OC)c1 (centres undefined)	-0.4%	-5.8%
C=CCn1cccc(C(=O)Nc2ccc(Cl)cc2)c1=O	1.7%	9.0%
CCN1/C(=C/C=C/C=C/C=C/c2sc3ccccc3[n+]2CC)Sc2ccccc21	7.5%	-1.9%
O=S(=O)(c1ccc(Br)cc1)N1CCN(c2ccccc2)CC1	-0.3%	37.0%
COc1cccc(Oc2ncnc(N)c2[N+](=O)[O-])c1	-2.5%	-6.2%
CCc1nnc(NS(=O)(=O)c2ccc(N)cc2)s1	1.0%	-5.7%
Clc1ccc2oc(SCc3cccnc3)nc2c1	0.9%	-4.8%
Cc1cc(F)ccc1NS(=O)(=O)c1c(C)nc2scc(C)n2c1=O	0.7%	-7.7%
O=[N+]([O-])c1ccc(-c2nnc3cccc(Cl)n23)cc1	-1.8%	14.5%
Cc1ccc(S(=O)(=O)N2CCC(N3CCC(C)CC3)CC2)cc1	0.4%	4.1%
CC1CCN(C(=O)C2CCCN(c3ncnc4c3nc3n4CCCCC3)C2)CC1 (centres undefined)	-1.3%	-0.2%

Shown with values under each structure: part of the list above
Order of values: HIV fusion peptide | AID2073
C=CCn1cccc(C(=O)Nc2ccc(Cl)cc2)c1=O
  1.7% | 9.0%
CCN1/C(=C/C=C/C=C/C=C/c2sc3ccccc3[n+]2CC)Sc2ccccc21
  7.5% | -1.9%

Other compounds follow.
SMILES	HIV fusion peptide	AID2073
CCC(C)c1ccc(OCC(=O)Nc2ccc(CN3CCOCC3)cc2)cc1 (centres undefined)	0.8%	6.4%
O=C(O)c1ccc(C(=O)Nc2cccc3ccccc23)c(C(=O)O)c1	0.8%	-40.9%
CCOc1ccccc1-c1noc(CCC(=O)NC2CCCCC2)n1	2.7%	-1.1%
COc1ccc(N(CC(=O)NCCc2ccccc2)C(=O)c2csnn2)cc1OC	1.2%	1.4%
O=C(CCN1CCN(c2ccc([N+](=O)[O-])cc2)CC1)c1ccc(Cl)cc1	-0.9%	11.6%
CN(C)CCNc1ncnc2oc(-c3ccccc3)c(-c3ccccc3)c12	0.3%	0.2%
Cc1ccc(NC(=O)C2CCCN2c2nn3c(=O)cc(C)nc3s2)cc1 (centres undefined)	4.2%	5.3%
CCOc1ccc(S(=O)(=O)N2CCCC(C(=O)Nc3ccccc3)C2)cc1 (centres undefined)	0.6%	-13.0%
Cc1c(C)n(CCCN(C)C)c2ncnc(Nc3ccccc3)c12	-1.2%	16.9%
COc1ccccc1N1CCN(C2CCCN(C(=O)c3ccoc3)C2)CC1 (centres undefined)	-0.7%	-7.6%

Among those listed so far, these have a CF3 group.
SMILES	HIV fusion peptide	AID2073
CCn1cc(C(=O)N2CCCC(N3CCN(c4cccc(C(F)(F)F)c4)CC3)C2)cn1 (centres undefined)	-0.1%	13.3%
O=C(NCc1ccccc1C(F)(F)F)C1CC(O)CN1C(=O)Nc1ccccc1 (centres undefined)	-1.4%	4.4%
CC(C)(O)c1[nH]c2cc(C(F)(F)F)ccc2c1C(C)(C)O	1.0%	9.9%

Further structures follow:
SMILES	HIV fusion peptide	AID2073
O=[N+]([O-])c1ccc(N/N=C/c2ccccc2O)cc1	-0.1%	0.0%
CC1=C(C(=O)OC2CCCC(C)C2)C(c2ccccc2)NC(=O)N1 (centres undefined)	-2.2%	?
O=C1CNC(=S)N1Cc1ccccc1Cl	1.7%	3.2%
C/C(=N\Nc1nc(C)cc(-c2ccccc2)n1)c1ccccc1	0.1%	-5.8%
O=C(O)C(=O)Nc1ccc(NC(=O)C(c2ccccc2)c2ccccc2)cc1	3.7%	1.3%
CCN1CCN(C(=O)c2cc(=O)c3cc(C)ccc3o2)CC1	0.8%	3.0%
CSc1ccccc1OCc1cc(C(=O)N(C)Cc2ccc(C)o2)no1	3.1%	22.6%
CSc1ccc(OCC(=O)Nc2ccc(N3CCOCC3)c(Cl)c2)cc1	-1.1%	9.2%
OCCC1CN(CC2CCCCC2)CCN1CC1CCCCC1 (centres undefined)	1.7%	8.9%
CC1CCCCN1C(=O)C1CCN(c2nc(-c3ccccc3)nc3c2CCC3)CC1 (centres undefined)	2.2%	2.6%
